Compound activity (PubChem BioAssay)
Vif-A3F inh – blocks the Vif interaction with APOBEC3F | HeLa A3F-eYFP + Vif (tagged APOBEC3F with the HIV-1 protein that degrades it), YFP fluorescence increase | Potency, µM (highest dose often 46.1 µM), inactives show at the highest dose activity, negative = active | 390,000 tested, 0.2% active; also: potency is read from the fitted curve at half-maximal effect; % of control where 0% means no effect; nearly all actives have a fitted effect of over 65% in size
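Fluorescence increase (Ex 488/Em 500-530) after overnight compound treatment at 37 deg C flags inhibition of Vif-driven A3F-eYFP loss in stable HeLa A3F-eYFP/Vif cells seeded overnight beforehand.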
Vif-APOBEC3G blk – Vif-A3G binding inhibition; Q9HC16; HeLa A3G-eYFP + Vif (tagged APOBEC3G with the HIV-1 protein that degrades it), YFP fluorescence, overnight; Potency, µM (series often up to 46.1 µM), without a hit: at the highest dose activity, negative = active, most hits filed as inhibitors; 410,000 tested, 0.076% active; AID 602310;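 also: potency is read from the fitted curve at half-maximal effect; % is scaled to controls: 0 for no effect and ±100 for the full control effect; nearly all actives have a fitted effect of over 60% in size; hits raise eYFP signal because A3G escapes Vif-driven loss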
Target sequence (Q9HC16 whole entry, looked up): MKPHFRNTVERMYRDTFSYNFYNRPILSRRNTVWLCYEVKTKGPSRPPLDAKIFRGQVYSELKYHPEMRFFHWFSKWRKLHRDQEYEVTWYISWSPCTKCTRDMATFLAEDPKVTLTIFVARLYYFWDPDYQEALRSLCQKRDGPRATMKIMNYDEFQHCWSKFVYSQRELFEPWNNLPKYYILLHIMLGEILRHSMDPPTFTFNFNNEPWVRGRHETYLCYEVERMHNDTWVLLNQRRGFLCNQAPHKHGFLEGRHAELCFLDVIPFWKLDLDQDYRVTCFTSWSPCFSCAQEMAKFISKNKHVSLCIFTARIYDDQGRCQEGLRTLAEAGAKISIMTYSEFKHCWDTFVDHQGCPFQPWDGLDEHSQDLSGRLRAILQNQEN
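Read-out is eYFP fluorescence (Ex 488/Em 500-530) from Vif-expressing HeLa A3G-eYFP cells; more signal means A3G escaped Vif-mediated degradation. Cells plated overnight, compound pinned in, incubated overnight at 37 deg C.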
TrxR1 substrate – substrates of rat thioredoxin reductase 1 | O89049 | purified TrxR1 substrate turnover, NADPH consumption readout | Potency, µM (series often up to 114 µM), for inactives: top-dose activity change, negative = substrate turnover | 390,000 tested, 0.01% active | AID 588456; also: potency is read from the fitted curve at half-maximal effect; % is scaled to controls: 0 for no effect and ±100 for the full control effect; nearly all actives have a fitted effect of over 50% in size
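Rat TrxR1, dispensed at 90 nM, was prereduced with 400 uM NADPH (final) for 5 min at ~22 deg C, then incubated with compound 15 min before 400 uM selenite. A first-read NADPH fluorescence drop versus no-compound background flagged substrates.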
RXFP1 ag – agonists of human relaxin receptor RXFP1; Potency, µM (series often up to 57.5 µM), for inactives: top-dose activation, usual class: activators; 370,000 tested, 0.3% active; AID 2676; HEK293T-RXFP1 cAMP TR-FRET, 30 min; response scale: percent of porcine relaxin response, buffer zero; also: potency is read from the fitted curve at half-maximal effect; % is scaled to controls: 0 for no effect and ±100 for the full control effect; nearly all actives have a fitted effect of over 60% in size; many of its hits are not listed in these tables
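Agonist response is measured as cAMP accumulation in an RXFP1-transfected HEK293T line under PDE4 inhibition. Values are scaled between buffer-only and 29 nM porcine relaxin, and EC50s come from standard Hill equation fits.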
GRP78 ERSR act – ER stress response induction in glioma. U87-MG GRP78 promoter luciferase reporter, 16 h. Potency, µM, for the others: top-dose activation, usual class: activators. 420,000 tested, 0.02% active; also: potency is read from the fitted curve at half-maximal effect; series mostly up to about 76 µM; % of control where 0% means no effect; nearly all actives have a fitted effect of over 35% in size
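Stably transfected U87-MG human glioma cells carrying a GRP78-based luminescent sensor were seeded at 1000 cells/well, pin-dosed with compounds and incubated 16 h. Luciferase reagent was then added, and end-point luminescence was read after 10 min at room temperature.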
LDHA inh – inhibitors of human lactate dehydrogenase A | P00338 | purified LDHA, NADH/diaphorase-resazurin fluorescence; active compounds read low | activity change, % (values are at about 110 or 230 µM) | 480,000 tested, 0.15% active | AID 1347041; in the data active = activity change below about -30%; inconclusive = mostly about -25% to -30%;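 also: plate controls were DMSO wells for no effect and wells without enzyme for full effect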
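Remaining NADH was detected by diaphorase (0.133 mg/mL) converting 37 µM resazurin to fluorescent resorufin, read at 0 and 20 minutes. The preceding 5-minute room-temperature reaction used 2 nM LDHA, 0.2 mM sodium pyruvate and 0.06 mM NADH at pH 7.4.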
USP1 inh – inhibitors of human USP1/UAF1 deubiquitinase; O94782; recombinant USP1/UAF1, Ub-Rhodamine cleavage fluorescence; Potency, µM (highest dose often 57.1 µM), for inactives: at the highest dose activity change, negative = inhibition, usual class: inhibitors; 390,000 tested, 0.23% active; also: potency is read from the fitted curve at half-maximal effect; % is scaled to controls: 0 for no effect and ±100 for the full control effect; nearly all actives have a fitted effect of over 60% in size; inactives centre near -12
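USP1/UAF1 complex (1 nM) preincubated 15 min at room temperature with compound, then Ub-Rho substrate (150 nM final) added. Kinetic fluorescence at 480/540 nm over 6 reads at 60 s intervals; 50 mM HEPES pH 7.8, 0.5 mM EDTA, 0.1 mg/ml BSA, 1 mM TCEP, 0.01% Tween-20.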
PI4K2A block – inhibitors of human PI4K2A | Q9BTU6 | purified PI4K2A, ADP-Glo luminescence, 1 h; active compounds read low | activity change, negative = inhibition, % at 76.9 µM | 420,000 tested, 0.13% active; in the data active = activity change below about -50%; inconclusive = mostly about -30% to -49%;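 also: -100% = wells without enzyme as full effect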
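In this quantitative HTS, ADP production by PI4K2A was quantified luminescently after 1 h at ambient temperature; 100 microM adenosine served as plate-quality control.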
IDH1 R132H inh – inhibitors of human mutant IDH1 R132H. IDH1-R132H enzyme, NADPH consumption, diaphorase/resazurin fluorescence. Potency, µM (doses to about 76.6 µM), inactives show at the top dose activity change, negative = inhibition, actives largely listed as inhibitors. 390,000 tested, 0.093% active; also: potency is read from the fitted curve at half-maximal effect; % is scaled to controls: 0 for no effect and ±100 for the full control effect; nearly all actives have a fitted effect of over 65% in size
Target sequence (O75874 whole entry R132H, stated change not applied): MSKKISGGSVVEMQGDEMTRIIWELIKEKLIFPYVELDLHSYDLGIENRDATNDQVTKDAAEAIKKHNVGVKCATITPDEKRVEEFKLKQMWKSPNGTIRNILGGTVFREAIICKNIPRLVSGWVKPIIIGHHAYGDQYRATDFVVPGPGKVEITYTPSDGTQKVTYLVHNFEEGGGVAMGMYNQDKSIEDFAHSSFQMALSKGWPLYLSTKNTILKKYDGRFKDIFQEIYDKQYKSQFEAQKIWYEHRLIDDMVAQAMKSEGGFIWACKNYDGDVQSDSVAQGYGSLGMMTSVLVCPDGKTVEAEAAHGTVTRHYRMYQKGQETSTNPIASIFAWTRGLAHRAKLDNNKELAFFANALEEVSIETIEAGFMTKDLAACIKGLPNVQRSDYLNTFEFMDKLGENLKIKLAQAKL
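IDH1-R132H (0.5 ug/mL) preincubated 30 min with compound, then NADPH (0.016 mM) and alpha-KG (2 mM) added; 80 min at RT, pH 7.5. Remaining NADPH coupled via diaphorase/resazurin to fluorescence (540/590 nm); concentration-response curves normalized to no-enzyme control.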
* = called active by the depositor; ? = inconclusive; . = no result given; [ ] = dose if it differs, or a comment. Unless noted, calls follow the shape of the dose curve; as a rule, active = well fitted curve in the direction sought with a large enough effect; inconclusive = small, poorly fitted or top-dose-only effect, or another doubt; inactive = no such curve, though single readings can be large; an effect the other way counts as inactive or inconclusive. An excerpt; the hit share may differ from the screen's.

Below each compound: IDH1 R132H inh, LDHA inh, Vif-A3F inh, Vif-APOBEC3G blk, USP1 inh, PI4K2A block, TrxR1 substrate, RXFP1 ag, GRP78 ERSR act
> CC(=O)c1cccc(NC(=O)COC(=O)COc2ccccc2C)c1
    10%, -1, -11%, 4%, -9%, 3, 1%, 0.6%, -4%
> CCOC(=O)c1[nH]c2ccccc2c1NC(=O)c1ccc(Br)cc1
    -7%, -2, -6%, 5%, -15%, 1, 12%, 1.7%, -5%
> CCc1nc2c(OCCC3CCCCC3)cccn2c1N(C)C(=O)c1ccc(OC)cc1
    ., 2, ., -17%, ., -14, ., ., 11%
> CCOc1cc(/C=N/NC(=O)CSc2nncn2C)ccc1OCC(N)=O
    0%, -14, -25%, 4%, -3%, -8, 5%[57.1 µM], -0.6%, 0%
> COc1ccc(CCC(C)Nc2ccc(F)cc2)cc1 (configuration not stated)
    0%, 8, -22%, 1%, -16%, -1, -1%, 1.1%, -3%
> O=C(CCNS(=O)(=O)c1ccc2[nH]c(=O)oc2c1)Nc1ccccc1
    -6%, -3, -3%, 1%, -2%, 4, 1%, -2.4%, -4%
> COc1ccccc1OCC(=O)N/N=C1/SCC(=O)N1Cc1ccccc1
    1%, -2, -7%, 3%, -7%, 4, -7%, -1.0%, -1%
> COc1ccc(C(=O)NC(CC(C)C)C(=O)O)cc1 (configuration not stated)
    8%, -2, 7%, -9%, -5%, 1, -9%[57.1 µM], -1.3%, 0%
> CCNc1nc2c(c(=O)n(C)c(=O)n2C)n1CCCc1ccccc1
    -1%, -6, 8%, 1%, -18%, 4, 4%, 3.9%, -4%
> Cc1ccc(/C=C/C(=O)Nc2nccs2)o1
    3%, 23, ?, 2%, -18%, -2, -3%, -0.1%, 2%
> CCC(OC(=O)c1ccco1)C(=O)NC1CCCC1 (configuration not stated)
    -4%, -4, 0%, 1%, -24%, 6, 7%, -0.5%, -4%
> O=C1C2C(c3ccccc3)(C(=O)N1c1ccc(Cl)cc1)C2(c1ccccc1)c1ccccc1 (configuration not stated)
    2%, -3, -14%, 1%, -23%, -3, -3%, -1.0%, -4%
> S=c1[nH]nc(Cc2noc3ccccc23)n1-c1ccccc1
    -2%, -8, 5%, 1%, -1%, -3, 3%, 0.0%, -3%
> COc1ccc(CN(C(=O)c2snc(C(N)=O)c2N)C(C(=O)NC2CCCC2)c2ccco2)cc1 (configuration not stated)
    -4%, -6, 11%, 0%, -17%, -2, 18%[57.1 µM], -2.3%, -4%
> COc1ccccc1CNC(=O)C(=O)Nc1ccc(C(=O)N2CCC(C)CC2)cc1
    4%, -3, -1%, 1%, -18%, 8, 6%, 3.1%, -4%
> CCOC(=O)c1ccc(NC(=O)CC2Sc3ncnn3C2=O)cc1 (configuration not stated)
    4%, -1, 0%, -3%, -1%, -5, 11%, 0.2%, -3%
> CCOc1ccc(NC2c3ccccc3C(=O)N2c2ccc(Cl)cn2)cc1 (configuration not stated)
    -3%, 1, -4%, -6%, -14%, -3, -4%[57.1 µM], -2.1%, 2%
> Cc1cn([C@H]2C[C@H](O)[C@@H](/C=C/C(=O)NCCc3cccnc3)O2)c(=O)[nH]c1=O
    ., -6, ., -1%, ., 3, ., ., -1%
> COCCNC(=O)c1ccccc1NC(=O)c1ccc(Cl)c(S(=O)(=O)Nc2ccc(C)cc2C)c1
    2%, 3, -8%, 1%, -11%, 1, 15%, 0.1%, -4%
> Cc1ccnc(NS(=O)(=O)c2ccc(NC(=O)c3ccccc3F)cc2)n1
    0%, -8, 1%, 3%, -11%, 5, 0%, -0.9%, 0%
> CCOC(=O)c1c(S(=O)(=O)NCC(=O)Nc2ccc(F)cc2)c(C)n(C)c1C
    -2%, -5, 2%, 4%, -6%, -2, -5%, -0.9%, 1%
> O=C(/C=C/c1ccccc1[N+](=O)[O-])c1ccccc1Br
    0%, -7, ?, -19%, -19%, 20, 2%, -0.4%, -13%
> CC(C)OC(=O)c1cn(-c2ccccc2)nc1-c1ccco1
    0%, 0, -21%, -25%, -11%, -11, 8%, -0.7%, -6%
> Cc1cc(C)n(Cc2ccc(NC(=O)c3c([N+](=O)[O-])c(C)nn3C)cc2)n1
    4%, -3, -8%, 1%, -15%, -1, 7%, -2.3%, 0%
> O=C(O)CCC(=O)N1CCN(c2ncccc2C(F)(F)F)CC1
    6%, -3, -4%, -8%, -10%, 95, 5%, 0.5%, -4%
> COc1ccc2c3c(ccc2c1)C(=O)/C(=C/O)CC3
    -7%, 42, -17%, -8%, -25%, -1, 9%[11.4 µM], ., -2%
> CCOc1ccc(/C=C2\SC(=S)N(CC(=O)NCCCN3CCOCC3)C2=O)cc1
    2%, -7, 8%, 0%, -15%, 0, 2%[0.457 µM], 2.0%, 3%
> CCC(C)(C)NC(=O)C(C(C)C)N(CC1CCCO1)C(=O)CNS(=O)(=O)c1ccccc1 (configuration not stated)
    9%, -4, 5%, -3%, -5%, 0, 4%[0.457 µM], -0.1%, -2%
> COc1ccccc1NC(=O)C1=C(C)Nc2nnnn2C1c1cc(Br)c(O)c(OC)c1 (configuration not stated)
    0%, -2, 3%, -7%, -19%, 0, 3%, 2.1%, 8%
> N=c1sccn1CC(=O)Nc1cccc(S(=O)(=O)N2CCCCCC2)c1
    12%, -4, -2%, 3%, -8%, 1, 0%, 2.1%, -2%
> COc1ccc(CNC(=O)COC(=O)c2ccc(S(=O)(=O)N3CCCCC3)cc2)cc1
    -3%, -8, -11%, 0%, 1%, 2, -18%, ., 2%
> COc1ccc(OC)c(C(=O)c2coc3cc(Br)c(O)c(Br)c23)c1
    -3%, -2, 14%, 0%, 11%, 1, 2%[57.1 µM], ., -4%
> COc1cc(/C=N\NC(=O)OC(C)(C)C)ccc1OC(=O)c1ccco1
    0%, -6, -5%, -4%, -26%, -2, -2%, -2.6%, 5%
> COc1ccc(/C=N/Nc2ccccn2)c(OC)c1OC
    7%, 0, 1%, -6%, -2%, 1, -11%, 0.9%, 5%
> Cc1ccc(Cn2ncn(-c3ccccc3)c2=O)cc1
    8%, -4, 4%, 0%, -16%, -2, 13%[57.1 µM], -0.8%, -2%
> COc1cc(NC(=O)CSc2nccc(C)n2)c(C)cc1[N+](=O)[O-]
    2%, -4, 1%, -4%, -16%, -8, -4%, 0.8%, 2%
> CCC1CCCCN1S(=O)(=O)c1ccc(C(=O)Nc2nnc(-c3cccs3)o2)cc1 (configuration not stated)
    -3%, -3, -4%, 0%, -7%, 0, -21%, 0.8%, -9%
> COc1ccc(C(=O)OCC(=O)c2ccc(C3CCCCC3)cc2)cc1
    3%, -5, 7%, 1%, -2%, 2, -1%, -1.0%, -5%
> O=C(COC(=O)C1CC1)Nc1cccc(Cl)c1
    -4%, 0, 1%, 3%, -12%, -2, ., ., 0%
> COc1ccc(CCNC(=O)COC(=O)/C=C/c2ccc(OC)cc2OC)cc1
    3%, -2, 13%, 1%, -11%, -2, 5%[11.4 µM], ., -2%
> CCn1cc(/C=N\NC(=O)c2csc3ccccc23)c(C)n1
    5%, 1, 3%, 0%, -23%, 6, -8%, -2.2%, 18%
> NC(=O)C1CCN(CC(=O)Nc2ccccc2C(=O)NC2CC2)CC1
    8%, -3, 0%, -4%, -15%, -1, 11%, -1.0%, -6%

Shown as labelled records: 4 of the compounds above
COc1ccc(CNC(=O)COC(=O)c2ccc(S(=O)(=O)N3CCCCC3)cc2)cc1
  IDH1 R132H inh: -3%
  LDHA inh: -8
  Vif-A3F inh: -11%
  Vif-APOBEC3G blk: 0%
  USP1 inh: 1%
  PI4K2A block: 2
  TrxR1 substrate: -18%
  RXFP1 ag: .
  GRP78 ERSR act: 2%

COc1ccc(OC)c(C(=O)c2coc3cc(Br)c(O)c(Br)c23)c1
  IDH1 R132H inh: -3%
  LDHA inh: -2
  Vif-A3F inh: 14%
  Vif-APOBEC3G blk: 0%
  USP1 inh: 11%
  PI4K2A block: 1
  TrxR1 substrate: 2%[57.1 µM]
  RXFP1 ag: .
  GRP78 ERSR act: -4%

COc1cc(/C=N\NC(=O)OC(C)(C)C)ccc1OC(=O)c1ccco1
  IDH1 R132H inh: 0%
  LDHA inh: -6
  Vif-A3F inh: -5%
  Vif-APOBEC3G blk: -4%
  USP1 inh: -26%
  PI4K2A block: -2
  TrxR1 substrate: -2%
  RXFP1 ag: -2.6%
  GRP78 ERSR act: 5%

COc1ccc(/C=N/Nc2ccccn2)c(OC)c1OC
  IDH1 R132H inh: 7%
  LDHA inh: 0
  Vif-A3F inh: 1%
  Vif-APOBEC3G blk: -6%
  USP1 inh: -2%
  PI4K2A block: 1
  TrxR1 substrate: -11%
  RXFP1 ag: 0.9%
  GRP78 ERSR act: 5%
